Assay outcomes from PubChem BioAssay.
ALDH1A1 block – qHTS Assay for Inhibitors of Aldehyde Dehydrogenase 1 (ALDH1A1). Aldehyde dehydrogenase 1A1 (Homo sapiens), P00352. Purified ALDH1A1, NADH fluorescence, propionaldehyde substrate. Potency, µM (series often up to 75.3 µM), inactives show at the top dose activity, negative = inhibition, hits mostly inhibitors. actives 7.3% (n = 220,000). AID 1030, 2008; active = well fitted inhibition curve with a large enough effect, not every such curve was filed as active; inconclusive = small, poorly fitted or top-dose-only effect, or another doubt; inactive = no such curve, though single readings can be large or run the other way;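 also: plate controls were no enzyme wells and a reference inhibitor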
KDM4E inh – qHTS Assay for Inhibitors of Human Jumonji Domain Containing 2E (JMJD2E); JMJD2E catalytic domain, FDH-coupled NADH fluorescence (FDH is formaldehyde dehydrogenase); Potency, µM (highest dose often 57.1 µM), inactives show at the top dose activity change, negative = inhibition, hits mostly inhibitors; actives 1.6% (n = 230,000); AID 2147, 2009; active = well fitted inhibition curve with a large enough effect, not every such curve was filed as active; inconclusive = small, poorly fitted or top-dose-only effect, or another doubt; inactive = no such curve, though single readings can be large or run the other way;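 also: 0% = wells with enzyme and -100% = buffer wells without enzyme; nearly all actives have a fitted effect of over 50% in size; many of its hits are not listed in these tables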
Lamin A splicing – qHTS Assay for Modulators of Lamin A Splicing; Potency, µM (series often up to 46.1 µM), inactives show at the top dose ratio change, negative = inhibition, most hits filed as inhibitors; actives 0.01% (n = 200,000); HeLa LMNA splicing GFP/RFP minigene ratio, 48 h; active = well fitted inhibition curve with a large enough effect in the signal ratio, with a control signal flat, not every such curve was filed as active; inconclusive = small, poorly fitted or top-dose-only effect, or effect the other way, or a change in a side signal; the % refers to the signal ratio; also: % is scaled to controls: 0 for no effect and ±100 for the full control effect
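Read-out is the ratio of GFP to DsRed2 object intensity, acquired by 488 nm laser-scanning cytometry on HeLa lamin A-EGFP minigene reporter cells. Compound incubation 48 hrs at 37 °C in Opti-MEM with 2% FBS; DMSO 0.5% final.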
SMN2 splice up – qHTS Assay for Enhancers of SMN2 Splice Variant Expression; HEK293 SMN2-luciferase splicing reporter, luminescence, 30-36 h; Potency, µM (top dose mostly 46.1 µM), for the others: at the top dose activity change, positive = activation, most hits filed as activators; actives 2.8% (n = 210,000); also: % of control where 0% means no effect; nearly all actives have a fitted effect of over 55% in size
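qHTS luciferase splicing reporter: luminescence rises when SMN2 exon 7 is included in transfected HEK293 cells. Compound exposure lasted 30-36 h at 37C, with 4.5 mM final sodium butyrate as control, followed by a ONE-Glo read.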
RGS12 GoLoco inh – qHTS Assay for Inhibitors of RGS12 GoLoco Motif Activity (Red Fluorophore) | Potency, µM (top dose mostly 61.6 µM), for the others: top-dose activity, negative = inhibition, most hits filed as inhibitors | Gai1:RGS12 GoLoco peptide FP, rhodamine, 10 min | Guanine nucleotide-binding protein G(i) subunit alpha-1 (Homo sapiens), P63096 | actives 0.44% (n = 230,000); active = well fitted inhibition curve with a large enough effect, not every such curve was filed as active; inactive = no such curve, though single readings can be large or run the other way; also: % is scaled to controls: 0 for no effect and ±100 for the full control effect; nearly all actives have a fitted effect of over 30% in size; many of its hits are not listed in these tables
RECQ1 helicase – qHTS Assay for Inhibitors of RecQ-Like Dna Helicase 1 (RECQ1) | RECQ1 DNA unwinding, red fluorescence kinetic read | Potency, µM (doses to about 57.3 µM), for inactives: at the top dose activity, negative = inhibition, hits mostly inhibitors | actives 0.54% (n = 240,000) | AID 2549, 2010;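 also: plate controls were vehicle for no effect and no enzyme for full effect; nearly all actives have a fitted effect of over 30% in size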
Target sequence (P46063 whole entry, looked up): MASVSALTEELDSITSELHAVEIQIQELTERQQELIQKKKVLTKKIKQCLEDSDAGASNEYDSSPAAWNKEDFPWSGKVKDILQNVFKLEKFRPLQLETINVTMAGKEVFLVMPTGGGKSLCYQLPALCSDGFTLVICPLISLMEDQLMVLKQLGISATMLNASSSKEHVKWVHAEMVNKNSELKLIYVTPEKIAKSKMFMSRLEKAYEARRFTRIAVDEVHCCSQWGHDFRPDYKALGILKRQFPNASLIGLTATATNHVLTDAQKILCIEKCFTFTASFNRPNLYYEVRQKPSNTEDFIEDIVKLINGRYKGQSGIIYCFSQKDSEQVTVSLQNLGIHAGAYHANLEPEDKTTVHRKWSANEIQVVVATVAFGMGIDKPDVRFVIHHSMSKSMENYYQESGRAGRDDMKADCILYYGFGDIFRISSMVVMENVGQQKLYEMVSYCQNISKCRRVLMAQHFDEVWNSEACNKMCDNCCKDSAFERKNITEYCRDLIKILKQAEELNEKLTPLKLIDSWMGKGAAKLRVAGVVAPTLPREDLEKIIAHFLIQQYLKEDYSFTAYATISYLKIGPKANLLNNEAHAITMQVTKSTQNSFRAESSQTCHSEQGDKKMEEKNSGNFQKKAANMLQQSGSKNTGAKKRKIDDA
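RECQ1T1 50 nM; forked duplex (20 bp + 30-nt ss tails) 200 nM, ATP 2 mM final; pH 8.0, 2 mM MgCl2, 2.5 ug/ml poly(dI-dC); 15 min compound preincubation; discontinuous kinetic read over 2 h at RT.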
TR SRC2 fluor cs – Total Fluorescence Counterscreen for Inhibitors of the Interaction of Thyroid Hormone Receptor and Steroid Receptor Coregulator 2; TRb/SRC2 Texas Red total fluorescence interference; Potency, µM (series often up to 106 µM), without a hit: top-dose fluorescence change, negative = quenching; actives 0.29% (n = 280,000); active = well fitted curve in either direction with a large enough effect; inconclusive = small, poorly fitted or top-dose-only effect; also: % is scaled to controls: 0 for no effect and ±100 for the full control effect
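Flags fluorescent or light-absorbing compounds by total fluorescence, S + 2P, at 555 nm excitation and 632 nm emission. Mixture: 20 nM Texas Red SRC2 peptide, 0.6 uM human TRb LBD, 1 uM T3, 5% DMSO; compound exposure 5 h at ambient temperature.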
TRb-SRC2 inh – qHTS for Inhibitors of the Interaction of Thyroid Hormone Receptor and Steroid Receptor Coregulator 2; Thyroid hormone receptor beta (Homo sapiens), P10828; Potency, µM (top dose mostly 106 µM), for the others: top-dose activity change, negative = inhibition, most hits filed as inhibitors; AID 1469, 2008; actives 0.065% (n = 280,000); TRbeta-SRC2 peptide binding, fluorescence polarization; receptor liganded with 1 µM T3;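 also: plate controls were bound peptide for no effect and peptide without receptor for full effect; nearly all actives have a fitted effect of over 50% in size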
Target sequence (P10828 whole entry, looked up): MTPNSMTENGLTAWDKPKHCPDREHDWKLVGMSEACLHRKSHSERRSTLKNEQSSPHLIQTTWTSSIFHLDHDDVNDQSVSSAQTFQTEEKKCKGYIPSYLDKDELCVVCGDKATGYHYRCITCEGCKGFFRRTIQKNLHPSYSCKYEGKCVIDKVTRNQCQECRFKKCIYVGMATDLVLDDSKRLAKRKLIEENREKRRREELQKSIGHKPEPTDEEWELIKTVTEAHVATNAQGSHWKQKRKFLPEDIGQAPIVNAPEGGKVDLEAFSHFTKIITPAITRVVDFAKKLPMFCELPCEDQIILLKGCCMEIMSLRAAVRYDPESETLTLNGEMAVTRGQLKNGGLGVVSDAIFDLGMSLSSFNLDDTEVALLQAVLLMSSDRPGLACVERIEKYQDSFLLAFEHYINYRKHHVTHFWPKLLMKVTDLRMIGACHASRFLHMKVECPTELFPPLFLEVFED
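Fluorescence polarization of 20 nM Texas Red SRC2 peptide with 0.6 uM human TRb ligand-binding domain, in Tris buffer with 1uM T3 and 5% DMSO. Incubated 5 hr ambient; normalized to unbound and bound controls.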
Active calls of the source: *; i = inactive; ? = inconclusive; · = not tested or not shown; [ ] = remark or other dose. Unless noted, calls follow the shape of the dose curve; as a rule, active = well fitted curve in the direction sought with a large enough effect; inconclusive = small, poorly fitted or top-dose-only effect, or another doubt; inactive = no such curve, though single readings can be large; an effect the other way counts as inactive or inconclusive. Potency is read from the fitted curve at half-maximal effect. Some of the compounds tested; the hit share may differ from the screen's.

SMILES | ALDH1A1 block | KDM4E inh | Lamin A splicing | SMN2 splice up | RGS12 GoLoco inh | RECQ1 helicase | TR SRC2 fluor cs | TRb-SRC2 inh
O=S(=O)(c1cccs1)N1CCN(S(=O)(=O)c2cccs2)CC1 | 4.7% | -8.9% | ? | -11.4% | 20.1% | i | 0.1% | -1.0%
O=C(c1cccc2ccccc12)N1CCN(c2ccccc2F)CC1 | -2.6% | -2.4% | 3.1% | -6.5% | 11.0% | -8.5% | -1.8% | -1.0%
O=C(CSc1nnc(SCC(=O)c2ccco2)s1)c1ccco1 | ? | -2.4% | -13.2% | -8.9% | 21.1% | ? | -10.9% | -4.4%
COc1ccc(OCC(O)CN2CCN(c3ncccn3)CC2)cc1 (configuration not stated) | 0.0% | -0.4% | 1.2% | -6.6% | 1.0% | i | -2.3% | -3.1%
Cc1cc(N2CCOCC2)nc(-c2ccc(Br)cc2)n1 | 4.0% | -2.0% | -8.4% | ? | -2.3% | -13.6% | -5.9% | -4.0%
CCC1=C(OC(=O)N(CC)CC)N2C(=O)OC(=NCCOC)[C@]2(C)[C@H]2C1=CC[C@H]1C(=O)NC(=O)[C@H]12 | -7.9% | -2.6% | · | -11.4% | -0.8% | i | -3.8% | -4.8%
COc1ccc(CNC(=O)C2CSC(=O)C2)cc1 (configuration not stated) | 4.1% | 6.2% | -8.9% | ? | 3.6% | -2.4% | -1.6% | -1.9%
CCOC(=O)c1ccc(NC2=CC(=O)C(=O)c3ccccc32)cc1 | 5.5% | ? | 17.3% | ? | 2.2% | i | -6.5% | ?
COc1ccc(-n2nnc3c(=O)n(CC(=O)N4CCCC4)cnc32)cc1 | 2.6% | 5.1% | ? | 9.4% | 4.7% | -1.0% | 1.7% | 3.9%
C/C(=N\NC(=S)NCc1ccccc1)c1ccc(C)o1 | ? | -25.9% | · | -1.6% | 7.4% | 12.4% | -4.4% | -7.3%
CCCCCn1c(C)c2c(OCC)cccc(=O)c2c1C | · | ? | · | · | 9.6% | 31.6µM* | 0.0% | -2.2%
COc1ccc(/C=C/C(=O)Nc2cccnc2)cc1OC | -11.3% | ? | -0.8%[46 µM] | 14.8% | 9.2% | -1.6% | -1.1% | 4.9%
Cc1ccc2cc(/C=N/NC(=O)[C@H](C)NC(=O)OC(C)(C)C)c(Cl)nc2c1 | 6.2% | 6.6% | -4.7% | 13.9% | 10.7% | -12.8% | ? | -4.6%
C/C=C/COC(=O)c1[nH]c2c(c1C)C(=O)CC(c1ccco1)C2 (configuration not stated) | ? | -2.2% | ? | -35.6%[inhibitor] | -4.7% | -18.4% | -2.0% | -0.6%
CCOc1ccc(OCC)c(S(=O)(=O)NCc2ccccn2)c1 | ? | -6.6% | 4.1% | -4.4% | 9.2% | -5.4% | -2.5% | 5.9%
COc1cccc(CNC(=O)C2CCN(S(=O)(=O)c3cccs3)CC2)c1 | ? | -2.2% | -5.2% | 8.0% | 4.5% | i | -4.5% | 1.2%
CCN(CC)CCSc1nc2ccc(OC)cc2[nH]1 | -4.7% | -17.6% | · | · | 8.7% | -1.4% | -3.0% | -0.2%
O=C(O)c1cc(NCc2ccccc2C(F)(F)F)ccc1N1CCOCC1 | -2.7% | -2.3% | -3.7% | -20.9% | 3.5% | 5.2% | 0.0% | 1.4%
CCc1ccc(C(=O)COC(=O)CNC(=O)c2ccco2)cc1 | 2.6% | 0.2% | 8.2% | -8.3% | 8.1% | -7.0% | 0.1% | 7.4%
CN1CCN(C(=O)c2ccc(-c3cccs3)s2)CC1 | ? | ? | · | · | -1.9% | i | 1.4% | 1.8%
CCOC(=O)C(CC)Sc1ccc2nnc(CCNS(=O)(=O)c3ccccc3)n2n1 (configuration not stated) | ? | -18.4% | ? | -48.2%[inhibitor] | 2.3% | -3.2% | -0.3% | 6.7%
CCOC(=O)c1cc2ccc3ccccc3c2s1 | 1.8% | ? | -15.2% | ? | -1.3% | -7.1% | -4.6% | 2.0%
CCOC(=O)C1(Cc2cccc(OC)c2)CCN(Cc2cccnc2)CC1 | -10.2% | -5.7% | 1.4%[46 µM] | · | 7.6% | 4.7% | -0.5% | 0.7%
O=c1nc(Nc2ccc(OCc3ccccc3)cc2)sc2ncccc12 | 6.9% | -4.6% | ? | 3.55µM* | -8.4% | i | -3.0% | -4.1%
CCNC(=O)COC(=O)/C=C/c1cccc(F)c1 | 3.4% | -2.7% | -13.1%[46 µM] | 12.4% | 5.5% | -9.4% | -0.4% | -1.8%
C/C(=N/NC(=O)CNS(=O)(=O)c1ccc(C)cc1)c1cccc([N+](=O)[O-])c1 | -13.3% | -9.1% | · | -6.8% | -1.2% | 6.1% | -0.3% | -3.2%
Cc1cccc(NC(=S)NC23CN4CN(CN(C4)C2)C3)c1 | 4.5% | -4.9% | 15.2%[46 µM] | 2.1% | 20.9% | i | -0.3% | 1.3%
O=C(Cc1ccccc1)Nc1nc(=O)c2ccccc2s1 | ? | -10.7% | -19.9% | 1.2% | -19.6% | -5.1% | 0.9% | 8.1%
CCCCn1c(=O)nc2n(-c3ccc(C)cc3)c3ccccc3cc-2c1=O | ? | ? | 16.4% | -32.6%[inhibitor] | -105.9% | -0.3% | 0.0% | 1.8%
O=C(CSc1ccc([N+](=O)[O-])cn1)Nc1ccc(N2CCOCC2)c(Cl)c1 | 22.4µM* | 2.6% | · | -26.5% | 6.3% | i | -6.9% | 1.2%
CCSc1n[nH]c(=O)[nH]c1=O | 5.4% | 4.2% | -1.4% | 0.9% | 6.0% | i | 0.9% | -22.0%
Cc1ccc2nc(-c3ccc4c(c3)OCCO4)cc(C(=O)O)c2c1 | ? | ? | ? | ? | 192.5%[activator] | 4.3% | 0.0% | -10.0%
COc1ccc(Cl)cc1N(CC(=O)NC(C(C)C)C(C)C)S(C)(=O)=O | 5.3% | 2.4% | 4.0% | · | 3.4% | 8.3% | -2.5% | -1.6%
CCOC(=O)c1sc2nc(SCC#N)n(CCCN3CCCC3=O)c(=O)c2c1C | 0.794µM* | -0.7% | -21.9% | -18.6% | 10.2% | -2.8% | -0.4% | -1.3%
Cc1cc(SCC(=O)N/N=C/c2ccc(O)c(O)c2O)c(C)cc1Br | 4.47µM* | 10µM* | ? | 3.2% | 4.6% | i | -5.9% | -2.9%
O=C(Nc1c(-c2ccccc2)nc2ccccn12)c1cccs1 | 8.3% | -3.4% | -5.9% | -11.8% | 2.2% | -0.2% | -6.5% | -0.2%
CCCC(=O)NC(C)c1nc2ccccc2n1C(C)C (configuration not stated) | 3.0% | -2.6% | -8.2% | 3.8% | 4.0% | -5.5% | -3.3% | -1.3%
CCOC(=O)C1=C(C)NC(=O)C(C(N)=O)C12CCCCC2 (configuration not stated) | 2.8% | -3.8% | -4.4% | -13.5% | 1.7% | -1.1% | -2.8% | -1.5%
COCCn1c(C)cc(C2=NNC(=Nc3ccc(F)cc3)SC2)c1C | 10µM* | 3.0% | -6.2% | -25.9% | -0.2% | 7.4% | 1.4% | -1.6%
CCOC(=O)C1CCCN(c2cc(=O)n(-c3ccccc3Cl)c(=O)[nH]2)C1 (configuration not stated) | -4.0% | 3.5% | -12.3% | 1.9% | -12.8% | -11.8% | -3.6% | -1.0%
CCOC(=O)C1=C(CNC(C)(C)CC(C)(C)C)NC(=O)NC1c1cccc([N+](=O)[O-])c1 (configuration not stated) | -11.0% | -10.5% | -3.6%[46 µM] | -14.5% | 13.2% | i | -0.4% | 6.2%
CCOc1ccc(NC(=O)C(C)SC(N)=O)cc1 (configuration not stated) | -4.0% | 1.6% | 14.5% | 13.2% | 5.0% | -4.7% | 0.7% | 0.5%
O=C1/C(=C/c2ccc(C(=O)O)cc2)CCC/C1=C\c1ccc(C(=O)O)cc1 | -1.3% | 12.7% | 19.3% | 18.0% | -2.4% | i | 0.2% | 4.4%
Cc1ccsc1/C=C/c1ccc2cccc(O)c2n1 | -9.0% | ? | ? | ? | 12.7% | -8.3% | -6.1% | 3.6%
COc1ccc(Oc2ccc(N/C=C/C(=O)C(C)(C)C)cc2)cc1 | ? | ? | · | -17.4% | 2.9% | i | -4.7% | -4.8%
Cc1ccc(C(=O)c2c[nH]c3c(F)cc(F)cc3c2=O)cc1 | ? | 4.6% | ? | 0.1% | 8.3% | -2.7% | -9.1% | 0.2%
Cc1ccc(S(=O)(=O)N(C)C)cc1NC(=O)c1ccc2ccccc2n1 | ? | ? | · | · | 31.9%[activator] | -8.3% | -0.4% | 4.5%
C#CCNC(=O)C1=C[C@H](c2ccc(C(F)(F)F)cc2)C[C@H](OCc2ccc(CO)cc2)O1 | 28.2µM* | ? | · | · | -1.5% | -10.0% | 1.7% | 0.7%
COc1ccc(S(=O)(=O)Nc2ccc(N(C)C(C)=O)cc2)cc1 | 14.9% | 1.8% | 11.7% | -17.5% | 31.9% | -0.4% | 0.8% | -10.8%
O=C(/C=C/c1ccccc1)c1ccc(O)cc1 | -7.7% | -7.0% | · | -3.8% | -4.5% | i | -3.6% | 7.4%
CCN1CCc2c(OCc3ccc(C(=O)OC)o3)cccc2C1=O | -11.8% | -8.0% | 25.7%[46 µM] | -3.2% | 4.0% | -0.1% | -0.9% | -4.2%
COc1ccc(/C=C/C(=O)NCCSCc2ccco2)cc1OC | ? | ? | · | · | 6.9% | -16.2% | 0.6% | -3.0%
